# HTR2A ag: activates the mouse 5-HT2A serotonin receptor; P35363; CHO-K1 mHTR2A beta-arrestin complementation, luminescence; percent of 30 µM serotonin response; activation, % at 7.6 µM; 360,000 tested, 0.66% active; AID 624169;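 active = activation above a run cutoff, the mean activation of all tested compounds plus 3 SD, cut at about 14% in these data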;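 note: 0% = plate median of compound wells and 100% = 30 µM serotonin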
# NR2E3 ag-1: activates human NR2E3 receptor; Q9Y5X4; CHO-S Gal4-NCOR/VP16-NR2E3 two-hybrid, luciferase; inhibition of corepressor binding, % at 3.98 µM; 360,000 tested, 0.35% active; AID 602229;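 active = inhibition above the mean of all tested compounds plus 3 SD, cut at about 70% in these data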;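 note: 0% = DMSO with NR2E3 transfected cells and 100% = cells lacking NR2E3 construct; higher means lower luciferase signal from less NR2E3 corepressor binding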
# Target sequence (Q9Y5X4 whole entry, looked up, the tested form may be a part): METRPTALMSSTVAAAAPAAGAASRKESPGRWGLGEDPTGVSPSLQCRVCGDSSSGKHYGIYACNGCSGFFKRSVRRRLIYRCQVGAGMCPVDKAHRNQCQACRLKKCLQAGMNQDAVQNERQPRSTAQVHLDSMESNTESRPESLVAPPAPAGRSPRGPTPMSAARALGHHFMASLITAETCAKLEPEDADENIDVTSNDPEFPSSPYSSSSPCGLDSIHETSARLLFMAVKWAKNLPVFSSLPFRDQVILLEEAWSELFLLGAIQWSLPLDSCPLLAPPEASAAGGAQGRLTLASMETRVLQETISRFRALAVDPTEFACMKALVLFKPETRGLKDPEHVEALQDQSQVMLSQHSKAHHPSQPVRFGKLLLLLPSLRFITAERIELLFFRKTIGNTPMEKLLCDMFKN
# MITF TRPM1 inh: inhibitors of MITF-driven TRPM1 promoter in melanoma cells; SK-MEL-5 TRPM1 promoter luciferase, 24 h; inhibition, % at 12.5 µM; AID 488899; 330,000 tested, 0.83% active;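 active = mean inhibition across replicates of 60% or more, whatever share of single replicates reaches that level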; note: values of inactives mirror those of a sister screen read the other way
# Cardio protect: protects H9c2 cardiomyocytes from peroxide injury; 360,000 tested, 0.63% active; AID 588492; H2O2 injury protection, ATPLite, 2 h; protection from H2O2 cell death, % at 20 µM;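 active = compounds giving at least 50% protection of heart cells from peroxide-induced death in the single-dose screen, raw or plate-pattern-corrected value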;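 note: 0% = DMSO wells with peroxide and 100% = DMSO wells without peroxide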
# Shn3 3UTR inh: reduces Shn3 3'UTR luciferase signal in osteoblasts. 360,000 tested, 0.52% active. Clone20 osteoblast Shn3 3'UTR firefly luciferase, 24 h. inhibition, % at 12.5 µM;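 active = mean inhibition of at least 75% with every replicate also reaching 75%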;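 note: 0% = median of neutral control wells and 100% = pilot-screen positive control compound; some compounds past the cut are filed as inactive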
# PDI turbidity: blocks human protein disulfide isomerase activity. 350,000 tested, 0.052% active. AID 588391. inhibition, % at 10 µM. P07237. PDI insulin aggregation turbidity, A650, 90 min;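 active = mean inhibition across replicates of 30% or more, whatever share of single replicates reach that level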;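 note: absorbance from insulin aggregation driven by PDI reduction with DTT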
# Target sequence (P07237 whole entry, looked up): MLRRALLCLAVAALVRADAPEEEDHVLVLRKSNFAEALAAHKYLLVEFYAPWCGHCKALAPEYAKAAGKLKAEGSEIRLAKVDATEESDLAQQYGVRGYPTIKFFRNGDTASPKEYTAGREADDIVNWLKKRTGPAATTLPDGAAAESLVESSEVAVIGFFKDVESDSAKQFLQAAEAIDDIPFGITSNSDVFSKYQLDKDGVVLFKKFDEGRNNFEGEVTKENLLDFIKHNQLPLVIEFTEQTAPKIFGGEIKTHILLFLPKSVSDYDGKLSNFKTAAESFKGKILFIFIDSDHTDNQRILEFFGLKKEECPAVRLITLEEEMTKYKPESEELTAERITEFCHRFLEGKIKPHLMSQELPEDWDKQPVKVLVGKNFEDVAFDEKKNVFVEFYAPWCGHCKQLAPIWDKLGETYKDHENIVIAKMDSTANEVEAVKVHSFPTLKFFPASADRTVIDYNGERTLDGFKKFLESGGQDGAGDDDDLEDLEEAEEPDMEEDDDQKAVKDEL
# NR2E3 ag-2: agonists of human nuclear receptor NR2E3. Q9Y5X4. GST-NR2E3/biotin-RetCOR TR-FRET, 1536-well. inhibition of corepressor binding, % at 4.78 µM. 320,000 tested, 0.12% active. AID 2300;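 active = percent inhibition above the cutoff of mean plus 3 SD of all tested compounds, set per screening campaign, cut at about 20% in these data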;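 note: 0% = DMSO wells and 100% = biotin wells as full block of FRET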
#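 Assay system: NR2E3–RetCOR corepressor complex. Quantity: 1.35 nM GST-NR2E3. Buffer or medium: pH 7.5 Tris-based buffer. Reagent: biotinylated RetCOR corepressor at 7 nM final. Schedule: 5 h at 4 °C. Detection: TR-FRET, emission read at 617 and 671 nm. Replicates: one well per compound, singlicate testing.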
# CaV13 ICDI inh: Primary screen for inhibitors of IQ motif and Ca2+-dependent inactivation inhibitor domain binding in CACNA1D, Förster resonance energy transfer in living cells, …. HEK cells, CFP/YFP FRET ICDI-IQ, plate reader, 10 min; percent FRET-ratio fall versus neutral wells. inhibition, % at 12.3 µM. 340,000 tested, 0.098% active. AID 743397;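 active = mean replicate inhibition of at least 30% and at least 1% of replicates passing that level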;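 note: 0% = median of the neutral control wells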
# HIF-2a inh: HIF-2a inhibition. 786-0 RCC cells HIF-2a reporter, luciferase luminescence, overnight. 360,000 tested, 0.72% active. inhibition, % at 18.8 µM;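 active = inhibition of the luminescence signal of 40% or more relative to plate controls, in a single-dose primary screen at 18.75 µM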
# iPSC survival up: enhancers of human iPSC single-cell survival; hiPSC single-cell survival, ATPlite luminescence; 100% = ROCK inhibitor wells, 0% = DMSO; survival enhancement, % at 20 µM; 360,000 tested, 0.044% active; AID 602274; in the data active = survival enhancement above about 18%;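 note: cells exposed to compounds for 16 hours before the ATP read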
# Peg3 promoter: Peg3 promoter activity inhibition; HeLa PEG-Prom luciferase reporter, luminescence, overnight; inhibition, % at 20 µM; AID 588405; 360,000 tested, 1.7% active;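 active = inhibition of at least 50% at 20 µM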
# * marks the source's active call; other numbers are inactive results; . = no result given; & = joins results of further samples.
entry	SMILES	HTR2A ag	NR2E3 ag-1	MITF TRPM1 inh	Cardio protect	Shn3 3UTR inh	PDI turbidity	NR2E3 ag-2	CaV13 ICDI inh	HIF-2a inh	iPSC survival up	Peg3 promoter
1	O=C(/C=C/Nc1ccc(F)cc1)c1ccco1	1	-83	-19	-30	-47	0	4	-6	-180	-4.7	-221
2	CC1(C)Oc2ccc(C(=O)NC3CCCC3)cc2N(CC(=O)NC2CCCCC2)C1=O	2	2	10	3	-2	-5	1	-4	7	-2.1	8
3	Cc1ccc(F)cc1NC(=O)CSc1nnc(CNC(=O)c2ccco2)n1C	-8	-12	5	-3	-2	15	0	-6	8	-0.3	3
4	Cc1cc(C)cc(N(CC(=O)NCc2ccco2)C(=O)CCC(=O)Nc2ccccn2)c1	1	-23	-2	2	-2	17	.	.	11	-1.8	5
5	Cc1cc(O)c(-c2cc(C(=O)Nc3ccc(S(=O)(=O)N4CCOCC4)cc3)[nH]n2)cc1C	-8	10	8	-16	30	8	-6	-6	-4	-4.6	60*
6	CCc1ccc(N(C(=O)c2csnn2)C(C(=O)NC2CCCCC2)c2cccnc2)cc1 (stereo not given)	-5	-1	-10	0	8	-10	0	-4	4	0.3	13
7	COc1ccccc1CC(=O)Nc1ccc(-c2nnc(-c3ccco3)o2)cc1	5	-57	-30	13	-1	6	0	-3	-77	-0.9	-34
8	Cc1sc2nc(-c3ccco3)oc(=O)c2c1C	4	-1	9	-2	-13	-8	4	-6	-33	2.4	-10
9	COc1ccc(OCC(=O)N/N=C/C2CC=CCC2)cc1 (stereo not given)	6	0	5	2	0	-8	-2	-3	18	0.0	3
10	COC(=O)c1ccc(Cn2c(C)c(C(=O)NCc3ccco3)sc2=O)o1	5	23	.	19	-3	-5	.	-5	3	1.0	10
11	CCCCn1c(N)c(N(CCOC)C(=O)COc2c(C)cccc2C)c(=O)[nH]c1=O	3	-4	-15	0	3	1	2	-3	4	-0.3	8
12	CCn1c(CC(=O)Nc2ccc(Cl)cc2)nnc1SCC(=O)N1CCOCC1	3	3	0	-1	-7	-3	-1	-7	12	-0.2	11
13	CCSc1nnc(NC(=O)Cc2ccc(OC)c(S(=O)(=O)N3CCOCC3)c2)s1	-2	-11	7	5	-13	-9	5	-5	11	1.3	-5
14	Cc1ccc(C)c(C(=O)COc2ccc(C)nc2[N+](=O)[O-])c1	13	-8	20	1	23	0	1	.	2	-4.4	22
15	Cc1nc(/C(=N/O)C(N)=O)cs1	1	-27	-11	0	-6	-2	2	-7	45*	-0.5	11
16	COc1ccccc1CN1CC(C(=O)NCCCc2ccc(F)cc2)CCC1=O (stereo not given)	10	15	-1	0	14	1	1	-7	-8	0.3	3
17	Cn1c(C(=O)N2COCC2(C)C)cc2c(=O)n3ccccc3nc21	2	-44	-18	6	-33	-2	5	-6	-121	-2.2	-102
18	Cc1cccc2sc(NC(=O)C3=NN(c4ccccc4)C(=O)CC3)nc12	-1	-30	17	48	12	-7	2	6	3	3.7	21
19	COCCn1c(=O)[nH]c2cc(C(=O)OC)ccc2c1=O	2	-7	7	5	11	0	-2	-4	13	0.1	9
20	N/C(=N\OC(=O)c1cc(-c2ccccc2)nc2ccccc12)c1ccncc1	0	-2	-8	-14	-4	9	-1	-7	-36	10	3
21	Cc1ccc(CSc2ccc(C(=O)N3CCOCC3)cc2[N+](=O)[O-])cc1	-3	-21	-16	3	-35	1	1	-6	-21	0.4	-21
22	O=C1CCCc2nc(N3CCCCC3)sc21	2	-31	-15	-3	-34	6	-3	-3	-147	-2.3	-108
23	N#C/C(=C/C=C/c1ccccc1)C(=O)Nc1ccccc1	-9	17	-1	4	64	-1	-2	-7	-28	0.3	2
24	CCCn1c(=O)c(C(=O)c2ccccc2)nc2ccccc21	-4	3	1	5	14	-1	4	-3	15	0.2	18
25	CC1(c2nnc(Cc3ccccc3)o2)CC(c2ccc(OC(F)(F)F)cc2)=NO1 (stereo not given)	3	23	10	-8	27	5	1	-3	-1	-1.2	5
26	COc1ccc(N(CC(=O)Nc2ccccc2C(=O)N2CCCC2)S(C)(=O)=O)cc1	5	-22	-3	-2	11	10	2	-7	5	-0.6	9
27	Cc1ccc(-n2nc(N)c3c(=O)oc(N(C)C)nc32)cc1	-1	-12	-9	3	3	4	-1	-6	-6	-1.0	-7
28	Cc1nc(SCCO)c2oc3ccccc3c2n1	-2	-4	-8	1	-14	-2	5	.	-47	1.3	-6
29	CCCCC(=O)Nc1ccc(Cl)cn1	-2	-14	-25	8	0	13	-1	.	-65	-0.9	-14
30	CN(Cc1ccccc1)C(=O)COC(=O)c1ccc(Cl)cc1N	-8	-62	-13	-12	-34	-8	-3	-2	-28	-0.3	-119
31	CC(NC(=O)c1ccco1)C(=O)O (stereo not given)	3	-11	-13	7	9	-1	0	-11	16	3.7	-1
32	COc1ccc(Nc2nc(C(=O)N3CCc4ccccc4C3)cs2)cc1	-4	-6	5	1	-15	-4	-2	1	-38	0.8	1
33	COc1ccc(-c2cc(=O)[nH]c(=S)[nH]2)cc1	1	-57	-16	0	8	-15	4	-5	3	-0.6	-9
34	O=C(CCN1C(=O)c2ccccc2S1(=O)=O)NCc1ccc(F)cc1	8	-38	-16	-1	-5	-1	.	-7	2	-0.6	-12
35	c1ccc(Cn2nnc3c(NCC4CCCO4)nc(C4CC4)nc32)cc1 (stereo not given)	-6	5	0	-7	27	-2	3	1	23	-0.2	22
36	O=C(c1cc2nc(-c3ccccc3)cc(C(F)(F)F)n2n1)N1CCOCC1	-4	4	-36	2	-27	-11	1	-7	-126	0.3	-64
37	Cc1nnc(SCC(=O)N2c3ccccc3CC2C)[nH]c1=O (stereo not given)	-2	-21	4	7	-11	6	1	-6	6	-2.4	-4
38	COC(=O)c1ccc(NC(=O)CN(C2CCCCC2)S(C)(=O)=O)cc1	2	-30	7	3	4	2	3	.	10	1.0	13
39	Cc1ccc(SCCc2cc[n+](CC(=O)c3ccccc3)cc2)cc1	-6	-17	6	-12	-16	1	1	-7	4	-0.4	-11
40	O=C(Nc1ccc(Br)cc1)c1cccc(NC(=O)C2C3CC4OC(=O)C2C4C3)c1 (stereo not given)	0	0	-37	-4	-6	3	-2	-5	-103	0.1	-72
41	COc1cc(NC(=O)CC[C@H]2O[C@@H](n3cnc4c(NC(=O)c5ccccc5)ncnc43)[C@H](O)[C@@H]2O)cc(OC)c1OC	-3	8	.	7	-7	.	.	-5	7	4.8	14
42	C/C=C(\C)C(=O)OC1c2c(ccc3ccc(=O)oc23)OC(C)(C)C1OC(C)=O (stereo not given)	5	-15	9	-6	-15	1	0	-6	6	0.3	8
43	COc1ccc(C(CC(=O)O)n2cnnn2)cc1 (stereo not given)	4	3	2	2	-7	-2	3	0	5	0.4	7
44	COc1cc(C2OC(=O)c3ccccc3S2)cc(OC)c1OC (stereo not given)	4	-15	2	5	-4	-5	-6	4	15	-0.8	-8
45	O=C(COc1ccc(Cl)cc1)NC1=NN(c2ccccc2)C(=O)C1	3	-2	12	2	-7	1	1	-7	9	3.1	13
46	CC(=O)Nc1ccc(NC(=O)CC2(CC(=O)N3CCOCC3)CCCC2)cc1	3	-10	3	-2	7	-2	.	-3	13	0.7	-6
47	N#Cc1ncc(-c2ccc3c(c2)OCCOCCOCCOCCOCCO3)nc1C#N	-1	-16	-13	4	-24	-6	2	-6	24	3.0	5
48	COc1ccccc1CN(Cc1ccco1)S(=O)(=O)c1ccc(-n2cnnn2)c(OC)c1	-3	-19	-14	3	62	-1	4	-8	-6	-1.0	19
49	Cc1cccc(OCC(=O)NCC(=O)N=Nc2c(O)[nH]c3ccc([N+](=O)[O-])cc23)c1	-2	-30	29	5	-21	-1	4	-4	1	0.9	9
50	COc1ccccc1N(CC(=O)NCCc1ccccc1)C(=O)CCC(=O)Nc1nccs1	2	0	14	-2	-11	-1	4	-2	7	-0.4	13
51	O=C1C2=C(c3ccccc31)[N+](=O)[C@@H]1CCCC[C@@H]1N2[O-]	4	-10	1	-5	1	0	2	-7	-63	0.2	-32
52	COCCN(C(=O)Cc1cccs1)C(C(=O)NCc1ccc(OC)cc1)c1ccc(C(C)C)cc1 (stereo not given)	-1	-27	3	15	48	6	5	-5	0	-0.5	34
53	CC(C)CN1CC(C(=O)O)CC1=O (stereo not given)	3	-40	13	3	-2	7	0	-4	11	1.5	13
54	COC(=O)/C=C1/S/C(=N/NC(=O)c2ccccc2C)NC1=O	2	-5	-3	3	-4	-4	0	-6	12	0.0	2
55	COc1ccc(CCN2C(=O)CC(Nc3ccc(N4CCOCC4)cc3)C2=O)cc1OC (stereo not given)	0	-16	-6	22	4	2	-3	-1	20	3.6	7
56	CC(C)(C)Nc1nc(Nc2ccc([N+](=O)[O-])cc2)nc(NC(C)(C)C)n1	0	-7	4	-4	22	-1	0	0	35	0.4	15

# Further compounds follow.
entry	SMILES	HTR2A ag	NR2E3 ag-1	MITF TRPM1 inh	Cardio protect	Shn3 3UTR inh	PDI turbidity	NR2E3 ag-2	CaV13 ICDI inh	HIF-2a inh	iPSC survival up	Peg3 promoter
57	Cc1ccc(NC(=O)CCc2ccc(C)o2)c(Br)c1	-2	-55	-47	-10	-14	-5	2	-2	-165	-0.3	-127
58	C/C(=N\NC(=O)c1cccnc1)c1ccc(C)c([N+](=O)[O-])c1	-1	-18	6	7	-13	0	1	-5	-22	5.1	-18
59	CC(=O)Nc1ccc(C(=O)/C=C/c2ccco2)cc1	6	12	-17	6	-24	-4	0	-11	-34	-0.7	-58
60	COc1ccc(Cl)cc1NC(=O)C1CSC(c2ccncc2)=N1 (stereo not given)	-4	-6	-4	-7	5	.	-2	-6	4	-1.4	10
61	O=C(O)CN1C(=O)COc2cc(S(=O)(=O)N3CCCC3)ccc21	2	-3	.	17	-16	.	-1	-2	13	-2.6	-8
62	CC(=O)Nc1ccc(NC(=O)Cn2cc3c(n2)CCCC3)cc1	-2	11	10	-1	-24	2	1	-5	12	4.7	7
63	CCC(C)NC(=O)C1CC(=O)N(CCc2ccc(F)cc2)C1 (stereo not given)	9	-9	20	9	22	-14	1	-6	12	-0.1	0
64	CCOc1ccc(CCNC(=O)COC(=O)Cc2ccc(OC)c(OC)c2)cc1OCC	3	1	5	-1	12	3	3	-6	9	0.5	4
65	NC1=NC(c2ccc(Br)cc2)n2c(nc3ccccc32)N1 (stereo not given)	-6&-5	-22&-10	4&11	1&10	3&7	1&2	1	-6&-11	1&15	9.2&0.3	9&0
66	COc1c(CC=C(C)C)cc(C2CC(=O)c3c(O)cc(O)cc3O2)cc1CC=C(C)C (stereo not given)	2	-31	-4	-14	90*	.	-1	.	-56	-1.2	-15

# Screens (PubChem)
